APJ ag: agonists of human APJ apelin receptor; P35414; CHO-K1 APJ PathHunter beta-arrestin, luminescence; 0% DMSO wells, 100% apelin; activation, % at 20 µM; actives 0.11% (n = 330,000);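 active means activation more than six SD over the plate average, tested at 20 µM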;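 further: 0% = DMSO alone and 100% = apelin-13 at 10 nM; some results filed as inactive read as strong as hits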
Target sequence (P35414 whole entry, looked up): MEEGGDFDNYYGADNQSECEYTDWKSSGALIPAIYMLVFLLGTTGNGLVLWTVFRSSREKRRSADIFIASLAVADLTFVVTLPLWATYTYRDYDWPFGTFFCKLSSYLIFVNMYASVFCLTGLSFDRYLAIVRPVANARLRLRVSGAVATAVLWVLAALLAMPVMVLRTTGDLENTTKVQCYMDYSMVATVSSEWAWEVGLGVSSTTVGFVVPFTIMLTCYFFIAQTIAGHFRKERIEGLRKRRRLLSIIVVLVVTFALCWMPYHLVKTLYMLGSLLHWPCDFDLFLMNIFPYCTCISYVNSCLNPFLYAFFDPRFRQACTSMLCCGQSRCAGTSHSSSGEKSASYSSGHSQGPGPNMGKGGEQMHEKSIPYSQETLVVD
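assay system = CHO-K1 APJ beta-arrestin complementation cell line | input = cell density 1000 per well | dosing = compound 20 µM once, DMSO 1% | timing = compound 90 min 25 °C, reagent 1 h | measured by = luminescence from split beta-galactosidase complementation, Galacton Star/Emerald II substrate | read-out basis = APJ agonist activity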
CXCR6 block: blocks human CXCR6 beta-arrestin recruitment | inhibition, % at 20 µM | actives 0.36% (n = 360,000) | O00574 | CHO-K1 PathHunter CXCR6 beta-arrestin, luminescence | AID 602244; in the data active means inhibition above about 34%, passing the limit was not always enough;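 further: antagonist mode with CXCL16 agonist at 10 nM final; 0% = 10 nM CXCL16 with DMSO and 100% = unstimulated wells without agonist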
Target sequence (O00574 whole entry, looked up): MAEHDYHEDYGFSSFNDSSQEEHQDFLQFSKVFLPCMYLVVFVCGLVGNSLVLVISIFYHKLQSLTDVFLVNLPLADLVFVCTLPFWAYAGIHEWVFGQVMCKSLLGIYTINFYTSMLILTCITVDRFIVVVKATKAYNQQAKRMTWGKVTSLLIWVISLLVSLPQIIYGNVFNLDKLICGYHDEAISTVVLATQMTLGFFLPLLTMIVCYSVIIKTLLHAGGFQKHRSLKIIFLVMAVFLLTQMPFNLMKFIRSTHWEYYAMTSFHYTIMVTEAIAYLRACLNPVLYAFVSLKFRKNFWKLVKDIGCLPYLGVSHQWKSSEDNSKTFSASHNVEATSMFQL
ATG4B inh: ATG4B (human) cysteine protease inhibition; Q9Y4P1; ATG4B cleavage of LC3-PLA2, NBD-HPC fluorescence, 1 h; inhibition, % at 8.33 µM; actives 0.51% (n = 340,000); AID 504462; in the data active means inhibition above about 40%
EBI2 block: blocks human EBI2 receptor beta-arrestin signaling; P32249; AID 651636; inhibition, % at 5 µM; EBI2 beta-arrestin recruitment, luminescence, 7a,25-OHC stimulated; actives 0.81% (n = 360,000); in the data active means inhibition above about 38%;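 further: enzyme fragment complementation signal reports receptor beta-arrestin coupling in cells; 0% = agonist plus DMSO wells and 100% = wells without agonist; some results beyond the cut were filed as inactive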
Gli-Sufu block: Gli-Sufu pathway antagonism; Sufu-KO-LIGHT fibroblasts, Gli luciferase reporter luminescence; inhibition, % at 5 µM; actives 0.74% (n = 340,000); AID 588413;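 active means inhibition above about 55%, limit read from the data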;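 further: 0% = DMSO-treated cells and 100% = wells with medium but no cells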
UBC13 inh: human UBC13 polyubiquitination inhibition | P61088 | UBC13 polyubiquitin chain formation, TR-FRET | inhibition, % at 20 µM | actives 0.47% (n = 330,000) | AID 485273; in the data active means inhibition above about 45%, passing the limit was not always enough
Target sequence (P61088 whole entry, looked up): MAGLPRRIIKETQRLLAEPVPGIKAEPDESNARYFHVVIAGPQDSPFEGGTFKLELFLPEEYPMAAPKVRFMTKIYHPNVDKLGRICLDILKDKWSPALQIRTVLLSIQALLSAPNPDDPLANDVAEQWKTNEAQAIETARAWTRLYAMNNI
CCR6 antag: antagonists of human CCR6 receptor. actives 0.49% (n = 340,000). AID 493098. inhibition, % at 20 µM. CHO-K1 CCR6 PathHunter beta-arrestin, luminescence, CCL20-stimulated;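 active means compounds whose inhibition of the agonist-driven luminescence signal at 20 µM reaches about 50%, limit read from the data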;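 further: cells stimulated with CCL20 at 14 nM final; plate controls were DMSO with CCL20 for no effect and DMSO without agonist for full effect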
APJ antag: APJ receptor antagonism; P35414; CHO-K1 APJ beta-arrestin complementation, luminescence; inhibition, % at 20 µM; actives 0.32% (n = 330,000); AID 2521;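 active means inhibition above about 40% at 20 µM, limit read from the data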;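 further: cells challenged with 10 nM apelin-13 agonist together with compound; plate controls were apelin-13 plus DMSO wells for no effect and DMSO wells lacking apelin-13 for full effect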
* hit, by the source's call; / = no result given.

SMILES	APJ ag	CXCR6 block	ATG4B inh	EBI2 block	Gli-Sufu block	UBC13 inh	CCR6 antag	APJ antag
CCS(=O)(=O)c1ccc2c(c1)N(S(=O)(=O)c1cccs1)CC(C(=O)O)O2 (centres undefined)	3	6	0	1	-22	-3	-2	9
COC(=O)c1cccc(C(=O)Nc2cnc3ccccc3c2)n1	2	7	-18	-2	0	-2	-1	7
CCC(=O)N1CCc2cc(S(=O)(=O)NC(C(=O)NCc3ccccc3)C(C)C)ccc21 (centres undefined)	-3	0	-6	-13	-3	-4	5	13
COc1ccccc1CNC(=O)c1cc(-c2ccncc2)nc2c(Cl)cccc12	0	1	-5	10	5	2	7	-4
O=C(NC(=S)NCC1CCCO1)c1ccc(Cl)cc1Cl (centres undefined)	2	3	3	-4	-11	-6	5	8
Nc1c2nc(-c3ccccc3)[nH]c(=O)c2nc(=O)n1-c1ccccc1	-2	12	-8	4	5	19	-4	4
CCOc1ccc2oc(C(=O)N(CC)CC(=O)Nc3c(F)cccc3F)c(C)c2c1	-1	4	2	-4	0	0	13	18
COc1coc(C(O)CN)cc1=O (centres undefined)	-1	-4	-6	-15	-8	10	-12	8
O=C(CCc1ccc(F)c(F)c1)NC1CCCN(Cc2ccc(Cl)cc2)C1 (centres undefined)	-1	-2	11	7	32	2	2	0
COC(=O)Cc1ccc(N(Cc2ccccc2F)S(=O)(=O)c2ccc(Cl)cc2)cc1	-3	-8	5	29	-2	3	14	11
O=C(NCCCCCCOC1=NS(=O)(=O)c2ccccc21)C(=O)Nc1ccccc1	3	2	6	-7	-43	-25	15	-5
CC(C)=NNc1nc2c(c(=O)[nH]c(=O)n2C)n1CCc1ccccc1	1	6	-5	0	3	-10	-3	-21
CC(CN1CCN(C)CC1)OC(=O)c1ccccc1 (centres undefined)	-5	7	-9	2	1	8	-10	-7
CCCN(C(=O)Cc1c(C(=O)O)n(C)c2ccccc12)c1cccc(C)c1	0	-3	2	1	7	-11	-6	-11
O=C(O)c1cc(CN2CCOCC2)oc1-c1ccccc1	0	6	-3	0	-1	2	9	-13
O=C(NCC1CCCO1)c1ccc(-c2cccc(C(F)(F)F)c2)o1 (centres undefined)	-4	-4	9	4	-16	8	8	-26
Cc1ccc(CNC(=O)c2cccc3c2C(=O)c2ccc(N4CCCCC4)cc2S3(=O)=O)cc1	-2	3	0	-8	-3	-49	5	-1
CCCCSCCCNC(=O)c1ccc2c(c1)N(CC)C(=O)c1ccccc1S2=O (centres undefined)	-3	1	-1	13	-7	4	15	-4
Cc1csc(NC(=O)CCCC(=O)O)c1-c1nc2ccccc2s1	-5	-5	5	-2	7	6	18	-1
Cc1cc(C(=O)NNC(=O)c2ccc(C(F)(F)F)cc2)no1	-2	5	1	-1	2	-3	7	10
O=C(CSc1cccc(C(F)(F)F)c1)NCc1ccccc1	-1	-6	-6	0	4	0	4	-3
CC(=O)N1CCN(C(=S)NCCc2ccccc2)CC1	-2	0	-1	-8	-10	-2	-5	8
COc1cc(CN(C)C)cc(C=O)c1O	12	1	-2	9	-6	1	-11	-31
Cc1ccc(C(=O)CSc2ccc(-c3cccnc3)nn2)cc1	1	4	32	19	-6	-13	-2	-28
CC(C)CC(OC(=O)c1cccs1)C(=O)NCc1ccco1 (centres undefined)	2	4	0	9	5	-8	15	10

Next records follow:
SMILES	APJ ag	CXCR6 block	ATG4B inh	EBI2 block	Gli-Sufu block	UBC13 inh	CCR6 antag	APJ antag
Cc1ccc(-c2nnc(SCc3nc(N)nc(Nc4ccccc4C)n3)n2N)cc1	0	5	-6	-15	-4	-3	-21	-8
CCc1ccc(N(CC(=O)Nc2sc3c(c2C(=O)OC)CCCC3)S(C)(=O)=O)cc1	-1	3	-5	9	1	5	3	4
Cc1ccc(NC(=O)COC(=O)CCC(=O)c2cccs2)cc1S(=O)(=O)N1CCOCC1	-4	0	-6	2	-5	-11	2	0
CCCc1nc2cc3c(cc2[nH]1)n(C)c(=O)n3C	-2	-26	4	-6	8	0	-7	-19
CCOC(=O)c1c(NC(=O)CCN2C(=O)c3cccc([N+](=O)[O-])c3C2=O)sc(C(=O)OC(C)C)c1C	1	-2	31	1	-5	-8	-9	-27
NC(=O)c1ccc(NC(=O)CSc2nnc(-c3ccncc3)n2Cc2ccco2)cc1	-2	7	-5	-1	7	5	3	-3
COCCSc1nnc(NC(=O)C2CC(=O)N(C3CCCC3)C2)s1 (centres undefined)	0	3	-4	-1	3	-5	4	19
O=C(Nc1nncs1)c1ccccc1Br	4	-3	6	-3	-5	-1	16	21
Cc1nc(C)c(-c2csc(Nc3ccc(S(N)(=O)=O)cc3)n2)s1	2	-5	-5	3	1	1	1	-5
CCOC(=O)C1CCN(Cc2cccc(OCc3ccccc3)c2)CC1	-2	6	8	-4	23	10	6	6
COc1ccc(-c2onc(C)c2-c2cscn2)c(O)c1	-5	17	5	-8	0	6	12	24
O=c1oc2cc(OCc3ccc([N+](=O)[O-])cc3)ccc2c2c1CCCC2	62*	-10	-9	-17	-23	-2	-14	7
CC(=O)Nc1cccc(C(=O)OC2CCOC2=O)c1 (centres undefined)	3	-2	6	-8	-7	1	10	20
CCOC(=O)C1CCCCN1Cc1cccc(OCc2ccccc2)c1 (centres undefined)	-2	15	1	5	1	-1	15	8
Cc1ccccc1CC(=O)N1CCCC(CNC(=O)c2ccc(F)cc2)C1 (centres undefined)	-4	4	-2	-1	10	7	-5	5
CCN(CC)S(=O)(=O)c1ccc(C)c(NC(=O)COC(=O)CNC(=O)c2ccc(C(C)(C)C)cc2)c1	-1	-2	-22	-4	-3	0	-5	-4
Cc1c(C(=O)N2CCCCC2)sc(N)c1C#N	-2	7	-2	-3	-8	-3	-11	14
O=C(NCC(c1ccc(F)cc1)N1CCOCC1)c1ccco1 (centres undefined)	-3	-14	0	-7	-6	-7	-3	10
NS(=O)(=O)c1ccc(NC(=S)NNC(=O)CCC(=O)Nc2ccccc2Cl)cc1	1	10	-8	2	6	-2	22	17
O=C(O)CCC1COc2ccccc2O1 (centres undefined)	0	-9	11	-6	4	3	-11	-3
COc1ccc(-c2oc3ncn(Cc4ccco4)c(=N)c3c2-c2ccc(OC)cc2)cc1	-1	16	-2	28	5	17	4	9
Cc1[nH]nc(SCC(=O)NCc2ccc(Cl)cc2)c1[N+](=O)[O-]	-3	-3	-5	-5	-4	6	18	20
CN(Cc1cccc(-n2cccn2)c1)C(=O)CCc1nnc(C2CCCCC2)o1	-2	-3	9	3	-13	5	-2	12
O=C(CN(Cc1ccco1)C(=O)c1nsc(Cl)c1Cl)NC1CCCCC1	-3	-4	2	8	-8	-1	5	4
COC(=O)c1sccc1NC(=O)Nc1ccc(C(C)=O)cc1	4	-7	-8	0	-1	-2	5	1

Entries of single compounds, quoted from the list.
Cc1[nH]nc(SCC(=O)NCc2ccc(Cl)cc2)c1[N+](=O)[O-] reads APJ ag: -3; CXCR6 block: -3; ATG4B inh: -5; EBI2 block: -5; Gli-Sufu block: -4; UBC13 inh: 6; CCR6 antag: 18; APJ antag: 20
COc1ccc(-c2onc(C)c2-c2cscn2)c(O)c1 reads APJ ag: -5; CXCR6 block: 17; ATG4B inh: 5; EBI2 block: -8; Gli-Sufu block: 0; UBC13 inh: 6; CCR6 antag: 12; APJ antag: 24

Further structures
SMILES	APJ ag	CXCR6 block	ATG4B inh	EBI2 block	Gli-Sufu block	UBC13 inh	CCR6 antag	APJ antag
COc1ccc(NS(=O)(=O)c2cccc3nsnc23)cc1Cl	-5	4	3	-6	-16	0	8	5
O=C(OCC(=O)N1CCCC1)c1ccccc1C(=O)c1ccccc1	-5	9	-55	-17	-15	-6	-3	8
COc1ccc(NC(=O)c2ccccc2NC(=O)c2ccco2)c(OC)c1	-2	-3	-5	-3	-2	-2	10	11
c1ccc(OCc2nn3c(C4CCCCC4)nnc3s2)cc1	-3	7	1	-9	0	-7	8	20
COc1ccc(C2(O)CCN(C(=O)c3ccc4c(c3)OCO4)CC2)cc1	-3	-2	-12	1	-6	3	0	-17
Cc1ccc2c(c1)c1c3n2CCN(C(=O)CN2CCN(C)CC2)C3CCC1 (centres undefined)	6	0	-6	-6	18	8	15	6
O=C(COC(=O)c1ccccc1OCc1ccccc1Cl)NCC1CCCO1 (centres undefined)	-3	16	5	11	1	18	16	-2
Cc1ccc(/C=C/C(=O)Nn2cnnc2)cc1	2	-1	-7	2	5	0	13	0
COc1ccc(S(=O)(=O)N2CCC(C)CC2)cc1N(C)S(=O)(=O)c1ccccc1	-6	-2	-6	9	-28	-2	13	6
COc1ccc(OC(=O)Cc2cccc3ccccc23)cc1	/	0	8	11	-1	/	0	/
c1ccc(C2[C@H]3CN(Cc4cccnc4)[C@H](c4ccccc4)C34CC2(c2cccnc2)C4)cc1 (some centres undefined)	8	-7	-3	15	-7	15	26	-42
O=C(CCCNS(=O)(=O)c1cccc2nsnc12)NC1CCCCC1	1	-9	0	-3	-7	1	14	11
Cc1cc(C)c2c(-n3cccc3)c(C(=O)NNS(=O)(=O)c3ccc(Br)cc3)sc2n1	7	3	-1	-5	2	-19	6	2
CC(C)c1c(C(=O)N/N=C/c2c[nH]c3ccccc23)nnn1-c1nonc1N	5	-3	-13	32	-16	-11	-5	-6
CCOC(=O)N1CCC(NCCNC(=O)c2ccco2)CC1	-2	-2	-10	2	0	-5	0	-13
CC1CCCCN1S(=O)(=O)c1ccc(C(=O)Nc2ccccc2-c2nc3ccccc3[nH]2)cc1 (centres undefined)	4	-6	-11	15	2	0	1	-10

Of the compounds above, 9 have a Cl atom.
SMILES	APJ ag	CXCR6 block	ATG4B inh	EBI2 block	Gli-Sufu block	UBC13 inh	CCR6 antag	APJ antag
COc1ccccc1CNC(=O)c1cc(-c2ccncc2)nc2c(Cl)cccc12	0	1	-5	10	5	2	7	-4
O=C(NC(=S)NCC1CCCO1)c1ccc(Cl)cc1Cl (centres undefined)	2	3	3	-4	-11	-6	5	8
O=C(CCc1ccc(F)c(F)c1)NC1CCCN(Cc2ccc(Cl)cc2)C1 (centres undefined)	-1	-2	11	7	32	2	2	0
COC(=O)Cc1ccc(N(Cc2ccccc2F)S(=O)(=O)c2ccc(Cl)cc2)cc1	-3	-8	5	29	-2	3	14	11
NS(=O)(=O)c1ccc(NC(=S)NNC(=O)CCC(=O)Nc2ccccc2Cl)cc1	1	10	-8	2	6	-2	22	17
Cc1[nH]nc(SCC(=O)NCc2ccc(Cl)cc2)c1[N+](=O)[O-]	-3	-3	-5	-5	-4	6	18	20
O=C(CN(Cc1ccco1)C(=O)c1nsc(Cl)c1Cl)NC1CCCCC1	-3	-4	2	8	-8	-1	5	4
COc1ccc(NS(=O)(=O)c2cccc3nsnc23)cc1Cl	-5	4	3	-6	-16	0	8	5
O=C(COC(=O)c1ccccc1OCc1ccccc1Cl)NCC1CCCO1 (centres undefined)	-3	16	5	11	1	18	16	-2

Screens deposited in PubChem BioAssay by Sanford-Burnham Center for Chemical Genomics.
